aSyn tox rescue: alpha-synuclein toxicity suppression in yeast; S. cerevisiae alpha-synuclein toxicity rescue, BacTiter-Glo growth, 24 h; Potency, µM (doses to about 46.1 µM), without a hit: at the top dose growth rescue (activation), usual class: activators; 0.02% of 94,000 active; AID 1347070; active = well fitted activation curve with a large enough effect; note: 0% is about no effect
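Growth restoration measured by BacTiter-Glo luminescence after 24 hr at 30 deg C; alpha-synuclein yeast, raffinose-pregrown to mid-log, were added at OD600=0.02 in galactose medium onto pinned compounds.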
* marks the source's active call; other numbers are inactive results; [ ] = another dose, or the depositor's remark. Potency is the fitted concentration of half-maximal effect.

Compound | aSyn tox rescue
Cc1ccc(C)c(N2CCN(S(=O)(=O)c3ccc4[nH]c(=O)ccc4c3)CC2)c1 | -5%
Cc1nonc1CC(=O)N1CCc2c([nH]c3ccccc23)C1c1ccccc1F (stereo not given) | 6%
C/C(=N/NC(=O)C(C)n1nc(C)c([N+](=O)[O-])c1C)c1ccc(OCC(N)=O)cc1 (stereo not given) | 0%
COc1ccc(NC2=C(C(C)=O)C(c3ccccc3)C(C(C)=O)C(C)(O)C2)cc1 (stereo not given) | 1%
O=C(Nc1cc(-c2ccccc2F)nn1-c1ccccc1)c1ccccc1Br | 0%
COc1cc2c(cc1OC)C1=CC(=O)C(=O)N1C(C)(C)C2 | -22%
Cc1nc2sccn2c(=O)c1S(=O)(=O)NCCc1ccccc1 | 1%
Cc1ccc(OCC(=O)NCCCNC(=O)c2ccco2)cc1 | -1%
Cc1cccc(-c2nnc(SCC(=O)N3CCCc4ccccc43)o2)c1 | 2%
CCOC(=O)CC(NC(=O)Cn1nnc(-c2ccc(Cl)cc2)n1)c1ccc(OC)cc1 (stereo not given) | -4%
O=C(c1cccc2c1-c1ccccc1C2)N1CCCCC1 | -3%
COCCn1c(CNC(=O)c2cccc(C)c2)nc2cccnc21 | 9%
CCOc1ccc(OCCC(=O)N(CCCOC)c2c(N)n(Cc3ccccc3)c(=O)[nH]c2=O)cc1 | 1%
Cc1ccc(CNC(=O)CSc2ncc(S(=O)(=O)c3ccc(Br)cc3)c(=O)[nH]2)cc1 | 0%
O=C(Cn1c(=O)c2cccn2c2ccc(F)cc21)Nc1cccc(F)c1 | -4%

An excerpt of these results, field by field.
Cc1ccc(C)c(N2CCN(S(=O)(=O)c3ccc4[nH]c(=O)ccc4c3)CC2)c1
  aSyn tox rescue: -5%

Cc1nonc1CC(=O)N1CCc2c([nH]c3ccccc23)C1c1ccccc1F (stereo not given)
  aSyn tox rescue: 6%

Other compounds.
Compound | aSyn tox rescue
COc1ccc(Cl)cc1NS(=O)(=O)c1c(C)nc2scc(C)n2c1=O | -23%
O=C(CC(=O)c1ccccc1)Nc1cccnc1Cl | 6%
NC(=O)C1CCN(C(=O)C2CCN(S(=O)(=O)c3ccccc3)CC2)CC1 | -3%
COc1ccc(/C=C/C(=O)Nc2ccccc2C(F)(F)F)cc1OC | -10%
CCOC(=O)c1ccc(NC(=O)Cn2c(=O)cc(C)c3c(C)nn(-c4ccc(CC)cc4)c32)cc1 | -11%
CCOCCn1c(CN2CCN(C)CC2)nc2c1c(=O)n(C)c(=O)n2C | -4%
CCCCCN=CC1=C(O)CC(c2ccccc2)CC1=O (stereo not given) | 8%
CC(C)NC(=O)C1CCC(Cn2c(=O)c3sccc3n(CC(=O)NCc3ccccc3)c2=O)CC1 (stereo not given) | 0%
CCc1ccc(NS(=O)(=O)c2c(-c3ccccc3)csc2C(=O)OC)cc1 | 25µM*
Cc1cc(NC(=O)CCC(=O)N(CC(=O)NCC2CCCO2)c2ccc(C)c(C)c2)no1 (stereo not given) | -2%
Cc1ccc(S(=O)(=O)N(CC#N)CC#N)cc1 | 7%
CCOC(=O)C1=C(CNCc2ccc(F)cc2)NC(=O)NC1c1cccc([N+](=O)[O-])c1 (stereo not given) | -8%
CCn1c(=O)c2cc(C(=O)Nc3cc(OC)c(OC)c(OC)c3)sc2c2ccccc21 | -3%
Cc1ccn2c(Nc3ccc4c(c3)OCO4)c(-c3ccc(C)o3)nc2c1 | -6%
CCOCCCn1c(SCC(=O)OCC)nc2c(sc3ccccc32)c1=O | -3%

Some of the entries so far, field by field.
CCOC(=O)C1=C(CNCc2ccc(F)cc2)NC(=O)NC1c1cccc([N+](=O)[O-])c1 (stereo not given)
  aSyn tox rescue = -8%

CCn1c(=O)c2cc(C(=O)Nc3cc(OC)c(OC)c(OC)c3)sc2c2ccccc21
  aSyn tox rescue = -3%

Cc1ccn2c(Nc3ccc4c(c3)OCO4)c(-c3ccc(C)o3)nc2c1
  aSyn tox rescue = -6%

CCOCCCn1c(SCC(=O)OCC)nc2c(sc3ccccc32)c1=O
  aSyn tox rescue = -3%

More records.
Compound | aSyn tox rescue
Cc1ccc2nc(Cl)c3cc(C(=O)N4CCCCC4)sc3c2c1 | -7%
Cc1ccc(C(=O)NCC(c2ccc(Cl)cc2)N2CCCCC2)cc1 (stereo not given) | 3%
O=C(COc1ccccc1O)NCCN1CCOCC1 | 0%
Cc1nc(C(=O)O)cc([N+](=O)[O-])c1C | 12%
Cc1ccc(NC(=O)c2cnc(N3CCCCC3)c3ccccc23)cc1Cl | 2%
CCc1ccc(C(=O)C(C)OC(=O)c2cccc(S(=O)(=O)N3CCOCC3)c2)cc1 (stereo not given) | 1%
CCN(C(=O)CSc1cc(C)c2cccc(C)c2n1)C1CCS(=O)(=O)C1 (stereo not given) | 5%
CCOc1ccc(N2CC(C(=O)NCc3nnnn3-c3ccc(C)c(C)c3)CC2=O)cc1 (stereo not given) | -3%
CCOC(=O)c1ccc(NC(=O)CC2C(=O)N(c3ccc(F)cc3)C(=O)N2Cc2ccc3c(c2)OCO3)cc1 (stereo not given) | 3%
CCC(OC(=O)c1ccco1)C(=O)NCc1ccc2c(c1)OCO2 (stereo not given) | -9%
CC(=O)N1CCc2cc(Br)cc(S(=O)(=O)CCC(=O)Nc3c(C)n(C)n(-c4ccccc4)c3=O)c21 | 5%
C[C@@H]1CN([C@H](C)CO)C(=O)CCCn2cc(nn2)CO[C@H]1CN(C)C(=O)Nc1ccccc1F | -7%
COc1ccc(-c2noc(N3CCCC(C(=O)Nc4ccc(F)cc4F)C3)n2)cc1 (stereo not given) | -3%
CCOC(=O)c1ccc(NC(=O)COc2cccc3c(=O)n(C)ccc23)cc1 | 4%
COc1ccc(C)c2sc(N(Cc3cccnc3)C(=O)CCc3ccccc3)nc12 | -3%
COc1ccc(C(=O)NCc2ccc3c(c2)CCN3C(=O)c2ccccc2)cc1 | 4%
O=C(NCc1cccnc1)c1cc([N+](=O)[O-])ccc1N1CCOCC1 | 7%
CCCN1CN=C(NS(=O)(=O)c2ccc(C)cc2)NC1 | -1%
CCOc1ccccc1CNC(=O)C1CCN(c2nnc(-n3c(C)ccc3C)s2)CC1 | 10%
CC(C)Cc1nnc(NC(=O)CSc2nc(O)c(Cc3ccccc3)c(=O)[nH]2)s1 | 1%
O=C(N/N=C/c1ccco1)C12CC3CC(CC(C3)C1)C2 | 10%
CC1CC(=O)Nc2ccccc2N1C(=O)COc1ccccc1C(N)=O (stereo not given) | -5%
O=C(OCC(=O)N1CCOCC1)c1cncc(Br)c1 | 0%
Cc1ccc(C(=O)N2CCc3cc(CNC(=O)c4ccc(Br)cc4)ccc32)cc1 | -10%
Cc1[nH]c2ccccc2c1C(c1ccncc1)N1CCCCC1 (stereo not given) | 1%
CCOCCCNC(=O)CN1C(=O)CCn2nc(-c3cccn3C)cc21 | -5%
CCCn1c2ccccc2c2nnc(SCC(=O)Nc3cccc(C(C)=O)c3)nc21 | 6%
CN(CC(=O)NCC(c1ccco1)N1CCCCC1)S(=O)(=O)c1ccc(Cl)cc1 (stereo not given) | -20%
O=C(NCc1ccco1)c1ccc2c(c1)N(Cc1ccccc1F)C(=O)c1ccccc1S2=O (stereo not given) | 7%
C[C@@H]1CN([C@H](C)CO)C(=O)CCCn2nncc2CO[C@@H]1CN(C)C(=O)c1ccc(N2CCN(C)CC2)cc1 | -1%
Cc1cccc(N/N=C/c2ccccc2O)c1 | 14%
O=C(N/N=C/c1cccc(O)c1)NC1CCCCC1 | 0%
Cc1cccc(CNC(=O)CCCN2C(=O)COc3ccc(C)cc32)c1 | -9%
O=C(O)CC(CC(=O)NCC(O)c1ccccc1)c1ccccc1 (stereo not given) | 11%
CC(=O)Nc1ccc(S(=O)(=O)Nc2nc3ccccc3nc2Nc2ccc(S(N)(=O)=O)cc2)cc1 | -3%
O=c1[nH]c(C(F)(F)F)nc2ccc3ccccc3c12 | 3%
COc1ccc2nc(Cl)c(C3CC(c4ccco4)=NN3C(=O)CCCC(=O)O)cc2c1 (stereo not given) | 3%
Cc1ccn2c(Nc3ccc4c(c3)OCCO4)c(-c3ccccc3O)nc2c1 | 1%
CCC(C)NC(=O)CSc1c2c(nc3cc(Cl)ccc13)CCCC2 (stereo not given) | 4%
O=C1NC(Cc2ccc(O)cc2)c2nc3cc(Cl)ccc3c(=O)n2-c2ncccc21 (stereo not given) | -1%
CN(c1ccccc1)S(=O)(=O)c1ccc(C(=O)NCc2ccccc2CN2CCCC2)cc1 | -5%
O=C(CCc1ccccc1)Oc1ccccc1[N+](=O)[O-] | -29%
CC(=O)C1=C(O)C(=O)OC1c1ccc(Cl)cc1 (stereo not given) | -10%
O=C(CCC(=O)N(CC(=O)NC1CCCCC1)c1ccc(F)cc1)Nc1ccccn1 | 5%
COc1ccc(NC(=O)CN(C)C(=O)c2ccc(S(=O)(=O)N3CCOCC3)cc2)cc1 | 9%
CCOc1ccc(S(=O)(=O)Nc2cccc(C(=O)N3CCN(c4cccc(OC)c4)CC3)c2)cc1 | -2%
Cc1cc(=O)[nH]c(SCC(=O)N2CCCC(C)C2)n1 (stereo not given) | -12%
COc1ccc(NC(=O)c2oc3ccc4c(c3c2C)C(=O)CC(C)(C)O4)cc1OC | -1%
O=C(O)COc1ccc(-c2nc(-c3ccccc3)c(-c3ccccc3)[nH]2)cc1 | -3%
O=C(NCc1ccccc1)C(c1ccc(F)cc1)N(C(=O)c1csnn1)C1CCCC1 (stereo not given) | 12%
CC(=O)NCC(=O)N1CCCC(C(=O)c2ccc(Oc3ccccc3)cc2)C1 (stereo not given) | 0%
O=C(Nc1cc(-c2nc3ccccc3s2)ccc1Cl)c1cc2ccccc2o1 | -9%
Cc1ccc2onc(CC(=O)N3CCN(c4ccc(F)cc4)CC3)c2c1 | 3%
CCOc1ccc(NC(=O)c2nc(S(=O)(=O)Cc3ccccc3F)ncc2Cl)cc1 | 5%
Cc1c(NC(=S)Nc2cccc(Cl)c2)c(=O)n(-c2ccccc2)n1C | 1%
CCOC(=O)c1ccc(NC2c3ccccc3C(=O)N2c2cccnc2)cc1 (stereo not given) | -3%
CC(=O)c1c(C)[nH]c(C(=O)OCC(=O)N(C)c2c(N)n(Cc3ccccc3)c(=O)[nH]c2=O)c1C | 11%
CCc1nnc2c(Nc3cccc(C(C)=O)c3)nc3ccccc3n12 | -1%
CCOC(=O)C1=NNC(C(=O)c2ccccc2)C1c1ccc(Cl)cc1 (stereo not given) | 12%
Cn1c(=O)oc2cc(S(=O)(=O)NCc3cccnc3)ccc21 | -3%

Next part:
Compound | aSyn tox rescue
COC(=O)Cn1c(=O)c2c(nc3n2CCN3c2ccc(F)cc2)n(C)c1=O | 2%
O=C(Nc1cccc(C(=O)N2CCCCC2)c1)c1nsc2ccccc12 | -13%
Cc1cc(NC(=O)COc2ccc3c(C)c(C)c(=O)oc3c2)no1 | 5%
COC(=O)c1ccc(NC(=O)c2nn(C)c3c2CS(=O)(=O)c2ccccc2-3)cc1 | -2%
COc1ccc(Cl)cc1NC(=O)Cn1cc(S(=O)(=O)Cc2cccc(Cl)c2)c2ccccc21 | 7%
COc1cc(NC(=O)c2nn(C)c3c2CS(=O)(=O)c2ccccc2-3)cc(OC)c1 | 7%
Cc1ccc(NC(=O)NC(=O)COC(=O)c2ccc(O)cc2O)c(C)c1 | -1%
Cc1ccc2scc(N3CCN(c4ccc(F)cc4)CC3)c(=O)c2c1 | 8%
COc1cccc(C(C(=O)NC(C)(C)C)N(Cc2ccc(C)cc2)C(=O)CCC(=O)Nc2cc(C)on2)c1OC (stereo not given) | 8%
CC(C)N1CCc2c(sc(NC(=O)c3ccc(S(=O)(=O)N(C)C4CCCCC4)cc3)c2C(N)=O)C1 | -3%
Cc1ccc(C)c(CN2C(=O)c3ccccc3Sc3ccc(C(=O)NCc4ccc5c(c4)OCO5)cc32)c1 | 2%
COc1ccccc1/C=C/c1nc(C#N)c(N2CCCCC2)o1 | -21%
CC1CCC(NC(=O)c2ccc3c(c2)N(Cc2ccccc2F)C(=O)c2ccccc2S3)CC1 (stereo not given) | -1%
CCOC(=O)C1(C#N)C(=O)CSC1=Nc1ccccc1Cl (stereo not given) | -5%
CCSc1cc(Cl)nc(N)n1 | 5%
CC(=O)c1sc(NC(=O)COc2ccccc2)nc1C | -2%
CCOC(=O)N1CCC(NC(=O)c2cc(C(=O)NC3CCCC3)ccc2CO)CC1 | -4%
O=[N+]([O-])c1ccccc1S(=O)(=O)Nc1cccc(-c2ccc3nncn3n2)c1 | -43%[inhibitor]
CCc1ccc(NC(=O)c2cc3c(COC(C)=O)cnc(C)c3oc2=O)cc1 | -1%
CCC(C)(C)C1CCC2(CC1)NC(=O)N(CC(=O)N(C)Cc1ccc(OC(F)F)cc1)C2=O (stereo not given) | 6%
O=C(NCC1CCCO1)C(=O)N/N=C/c1cc(Cl)ccc1O (stereo not given) | 6%
O=C(COC(=O)c1ncc(Cl)c(Cl)c1Cl)NCCc1ccccc1 | 4%
Cc1cc(C)c(NC(=O)COc2ccc3c(C)cc(=O)oc3c2)c(C)c1 | -2%
Nc1nnc(-c2ccc(Cl)cc2Cl)s1 | 3%
Cc1cc(C)cc(N(CC(=O)NC2CCCC2)C(=O)CCC(=O)Nc2nccs2)c1 | -8%
O=C(Nc1ccccc1C(F)(F)F)C1(S(=O)(=O)c2ccc(Cl)cc2)CC1 | -11%

Compound activity (PubChem BioAssay)

The list is partial; rates above refer to the full screens.
